PrPC surface inh – inhibitors of human cell surface prion protein PrPC; P04156; TR-FRET read-out; inhibition, % at 13.8 µM; 370,000 compounds, 0.43% hits; AID 720596; in the data active means inhibition above about 24%; further: 0% = median of the test wells and 100% = reference compound wells
DUSP3 inh – DUSP3 (human) phosphatase inhibition. inhibition, % at 13.3 µM. 290,000 compounds, 0.52% hits. recombinant VHR phosphatase, pNPP absorbance; in the data active means inhibition above about 50%; further: some compounds called inactive have numbers as strong as hits
Target sequence (P51452 whole entry, looked up): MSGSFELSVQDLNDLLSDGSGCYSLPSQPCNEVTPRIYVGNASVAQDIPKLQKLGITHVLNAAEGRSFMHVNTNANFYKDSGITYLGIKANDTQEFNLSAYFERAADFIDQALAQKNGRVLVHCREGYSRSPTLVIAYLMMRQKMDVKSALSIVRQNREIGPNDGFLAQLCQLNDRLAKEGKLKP
SARS 3CLpro inh – SARS-CoV 3CLpro protease inhibition; inhibition, % at 6 µM; AID 1706; P0C6X7; recombinant SARS-CoV 3CLpro, quenched FRET peptide cleavage; 290,000 compounds, 0.14% hits; in the data active means inhibition above about 12%
MazEF act – increases E. coli MazEF RNase cleavage of RNA | 350,000 compounds, 0.32% hits | activation, % at 20 µM | AID 504720 | FAM/BHQ RNA-DNA oligo cleavage fluorescence, 5 h | P0AE70; in the data active means activation above about 50%
Target sequence (P0AE70 whole entry, looked up): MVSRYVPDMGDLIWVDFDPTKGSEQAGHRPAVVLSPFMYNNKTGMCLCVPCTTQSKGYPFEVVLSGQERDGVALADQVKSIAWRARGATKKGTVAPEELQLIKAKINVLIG
SSB-PriA inh – K. pneumoniae PriA-SSBct interaction inhibition | 430,000 compounds, 0.6% hits | inhibition, % at 33 µM | AlphaScreen SSBct-PriA binding, biotinylated peptide; in the data active means inhibition mostly above about 37%, no sharp cut-off; inactive means mostly below about 20%;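 further: plate controls were negative control peptide for no effect and reference peptide for full effect; strong numbers were not always called active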
Anthrax LF prot – blocks Bacillus anthracis lethal factor protease; P15917; 360,000 compounds, 0.12% hits; multiplex microsphere protease cleavage assay, LF; inhibition, % at 10 µM; further: plate controls were buffer without enzyme for full effect and enzyme alone for no effect
BoNT-F LC inh – BoNT F light chain protease inhibition; Multiplex microsphere protease cleavage assay, flow cytometry; inhibition, % at 10 µM; 360,000 compounds, 0.22% hits; in the data active means inhibition above about 35%, passing the limit was not always enough; inconclusive means no clear call, values can overlap the other calls; further: plate controls were buffer without enzyme for full effect and enzyme alone for no effect
Rv3671c inh – inhibitors of M. tuberculosis serine protease Rv3671c | P9WHR9 | inhibition, % at 5.96 µM | 320,000 compounds, 0.048% hits | AID 2606; in the data active means inhibition above about 38%;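 further: extracellular domain of Rv3671c used as enzyme; 0% = enzyme with DMSO and 100% = no enzyme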
Target sequence (P9WHR9 whole entry, looked up, the tested form may be a part): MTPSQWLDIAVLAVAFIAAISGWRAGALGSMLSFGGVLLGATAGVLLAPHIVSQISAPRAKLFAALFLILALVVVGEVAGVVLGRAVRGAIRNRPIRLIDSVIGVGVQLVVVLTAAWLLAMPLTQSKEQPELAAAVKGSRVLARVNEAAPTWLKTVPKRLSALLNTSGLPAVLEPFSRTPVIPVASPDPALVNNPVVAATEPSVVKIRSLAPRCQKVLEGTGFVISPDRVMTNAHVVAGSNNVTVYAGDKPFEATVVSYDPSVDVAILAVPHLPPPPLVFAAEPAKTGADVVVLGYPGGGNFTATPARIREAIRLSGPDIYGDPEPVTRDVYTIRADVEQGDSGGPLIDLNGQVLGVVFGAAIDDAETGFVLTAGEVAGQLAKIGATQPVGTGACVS
CCHFV vOTU inh – CCHFV vOTU protease inhibition. Pep-AMC fluorescence. inhibition, % at 11.5 µM. 370,000 compounds, 0.55% hits. AID 651958; in the data active means inhibition above about 30%; further: 0% = vehicle wells with enzyme and 100% = no enzyme wells
BoNT-A LC inh2 – blocks Botulinum neurotoxin A light chain protease. multiplex microsphere protease substrate cleavage, flow cytometry. inhibition, % at 10 µM. 360,000 compounds, 0.17% hits. AID 588499; further: plate controls were buffer without enzyme for full effect and enzyme alone for no effect
Starred values were filed as active, the others as inactive; ? = inconclusive; / = no result given; & = joins results of further samples. Unless noted, no stated cut-off is given here; in the data, active means inhibition above about 30%; inconclusive means no clear call, values can overlap the other calls; inactive means below that.

SMILES	PrPC surface inh	DUSP3 inh	SARS 3CLpro inh	MazEF act	SSB-PriA inh	Anthrax LF prot	BoNT-F LC inh	Rv3671c inh	CCHFV vOTU inh	BoNT-A LC inh2
CN1CCN(CCCNC(=O)c2ccc(/C=C3\Sc4ccccc4N(Cc4ccccc4F)C3=O)cc2)CC1	-12	8	6	-29	29	1	0	/	-11	-0.2
O=c1c2c3c(sc2ncn1-n1cccc1)CCCCC3	-1	-18	-3	4	12	5	29	4	-3	1.7
CC(=O)CC(c1ccc2c(c1)OCO2)c1c(O)c2ccccc2oc1=O (centres undefined)	1	/	/	4	/	6	0	/	0	0.3
Cc1ccc(Cc2cnc(NC(=O)/C(C#N)=C/c3ccc(-c4ccc([N+](=O)[O-])cc4)o3)s2)cc1	-5	4	-3	-7	1	7	18	6	5	4.6
Cc1cc(C)n2nc(CNS(=O)(=O)c3ccc(C)c(C)c3)nc2n1	-4	37	-2	0	-10	-8	3	7	6	0.4
O=C1C=C(O)C(n2cncn2)C(c2cc(F)ccc2F)C1 (centres undefined)	11	13	2	-5	-10	8	4	11	9	-0.3
O=[N+]([O-])c1ccccc1CSc1ccccn1	-2	20	0	-1	-13	-5	-2	6	-17	-0.3
CN1CCCC(OC(=O)COc2ccc(Br)cc2)C1 (centres undefined)	0	6	1	2	-8	-4	-5	1	3	-0.6
CCOC(=O)CSc1nnc(CNC(=O)c2cc(OCC)c(OCC)c(OCC)c2)n1C	-9	11	-1	-6	-2	2	-1	0	-6	-0.1
O=C(N/N=C/C1CC=CCC1)c1ccccc1O (centres undefined)	0	-3	-2	-1	/	0	5	2	1	-0.4
CC(C)C(NC(=S)NCc1ccccc1)C(=O)O (centres undefined)	0	0	-3	5	9	-2	2	-1	-9	-0.1
Cc1ccc(N2C(=O)CCC2(C#N)c2ccccc2)cc1 (centres undefined)	5	13	4	2	1	-3	?	2	-17	?
O=C(NCCN1CCOCC1)c1ccc(Cl)nc1Cl	2	12	-2	-15	12	-1	6	2	-15	0.5
Cn1cc(-c2ccc3c(c2)OCO3)c2ccccc21	2	/	/	/	/	-10	-8	/	-5	-0.5
COc1cc(NC(=S)Nc2ccc3c(c2)OCCO3)cc(OC)c1OC	4	12	-1	16	3	-8	6	-3	-8	-1.1
CC(C)CN1CCN(Cc2cnc(N3CCOCC3)s2)CC1CCO (centres undefined)	-4	33	-1	-3	-4	2	-3	-1	-6	-0.9
CCCCn1c(O)c(C(CC)=NCc2ccco2)c(=O)[nH]c1=O	8	17	2	-1	-4	-1	0	2	-5	0.8
COC(=O)[C@@H]1[C@@H](C(=O)OC)C2(c3ccccc3-c3ccccc32)N(c2ccc(Cl)cc2)N1C#N	23	-5	3	-9	11	-4	31	-14	12	0.5
Cc1ccc2c(c1)N(C(C)C(=O)N1CCC3(CC1)OCCO3)C(=O)CO2 (centres undefined)	-6	1	-3	6	5	-2	-2	1	1	0.5
Cc1cccc(NS(=O)(=O)c2ccc(Br)s2)n1	-2	0	0	3	6	1	1	3	1	1.5
O=C(COC(=O)Cn1[nH]c(=O)c2ccccc2c1=O)Nc1ccc2c(c1)OCO2	3	32	6	4	-8	0	-11	7	6	0.1
Cc1nnc2ccc(-c3ccc(NS(=O)(=O)c4ccccc4F)cc3)nn12	-11	/	/	1	-2	6	10	2	8	3.5
COCCNCCOc1ccc(C)cc1[N+](=O)[O-]	-2	-13	7	11	-9	-2	-1	-4	1	0.1
CCOC(=O)C1(CCOc2ccccc2)CCN(Cc2ccc(C)o2)CC1	-1	16	-1	7	5	-4	-3	-7	4	-0.2
Fc1ccc2nncc(SCc3ccccc3Cl)c2c1	-2	/	/	-10	1	2	-9	/	2	0.4
O=C(NC(=S)Nc1ccccc1C(=O)O)c1ccc(-c2ccc(Br)cc2)o1	21	2	7	-4	4	-2	-2	-4	9	-1.3
CC(C)(CNC(=O)c1cccc(NS(=O)(=O)c2ccc(Br)cc2)c1)N1CCOCC1	-2	-2	-3	3	-4	-1	11	-9	0	-0.4
O=[N+]([O-])c1ccc(Oc2ccc(-c3nnco3)cc2)c(Cl)c1	-5	2	-3	-3	-1	0	-6	0	8	0.8
O=C(NCCS(=O)(=O)NCC1CCCO1)c1ccccc1 (centres undefined)	4	/	/	4	-9	-4	8	7	5	6.8
Cc1csc(NC(=O)C2CC(=O)N(Cc3ccco3)C2)n1 (centres undefined)	0	2	-2	5	-8	-2	-2	-6	13	-0.4
CN1CCCC1=Nc1ccccc1	3	/	/	5	/	5	-1	/	8	-0.1
Cc1ccc(N2C(=O)CS/C2=C(\C(Cl)=C(Cl)Cl)[N+](=O)[O-])cc1	1	30	4	0	8	-4	9	3	-9	2.3
COc1ccc(C)c2sc(N(CCN(C)C)C(=O)c3cccc(N4C(=O)CCC4=O)c3)nc12	-4	/	/	11	2&-6	-7	9	1	-4	1.3
COc1ccc(/C=C2\Oc3cc(OCC(=O)N4CCC[C@H]4C(=O)O)ccc3C2=O)c(OC)c1OC	-50	13	2	-6	-9	-6	-8	-2	5	0.1
Oc1c(C(c2ccc(Cl)cc2)N2CCCC2)cc(Cl)c2cccnc12 (centres undefined)	4	-6	-1	-16	22	-2	3	3	-4	-0.2
Cc1cc(C(=O)CS(=O)(=O)c2ccc(F)cc2)cc(C)c1O	-5	23	2	7	0	-12	-5	11	5	0.0
COc1ccc(/C=N/N2CCN(Cc3ccccc3)CC2)cc1	3	23	2	-3	/	-7	-5	/	17	-5.5
CC(C)c1ccccc1NC(=O)Cn1c(/C=C/c2ccccc2)nc2ccccc21	/	11	2	-5	2	/	/	-28	/	/
NC(=O)C1CCN(C(=O)c2cc3c(s2)CCCCC3)CC1	3	/	/	7	1	4	10	7	6	-0.2
Cc1ccc(CNC(=O)C2CCC(=O)N2Cc2ccccc2Cl)cc1 (centres undefined)	-2	10	0	-3	3	2	33	3	-3	-2.5
O=C1CN(C(=O)c2cc3ccccc3oc2=O)C(c2ccc(F)cc2)c2cc(Br)ccc2N1 (centres undefined)	-3	8	2	3	-4	-2	9	-7	5	1.0
CCOC(=O)c1cnn(-c2ccccc2)c1-n1cccc1C(=O)C(=O)N(CC)CC	6	2	-3	3	-11	-5	-2	-1	-8	0.1
C[C@H](CO)N1C[C@H](C)[C@@H](CN(C)S(=O)(=O)c2ccccc2F)Oc2ncc(C#Cc3cccnc3)cc2C1=O	-9	/	/	4	/	-4	-9	/	10	-0.2
CCOC(=O)C1C(=O)Nc2nc3ccccc3n2C1C(C)C (centres undefined)	6	5	-1	4	-25	0	-1	-4	-8	0.1
CC(=O)OC(C(=O)NC1CCCCC1)c1ccccc1F (centres undefined)	6	16	-1	-6	0	-3	-2	-7	4	0.1
COC(=O)c1ccccc1S(=O)(=O)N1CCC(C(=O)N(C)CCOc2ccccc2)CC1	3	/	/	3	-13	-2	9	-3	-10	2.7
O=C(CCc1nnc2n(Cc3ccc(Cl)cc3)c(=O)c3ccccc3n12)N1CCN(c2ccccn2)CC1	/	-2	4	-31	-4	2	5	0	/	-0.2
O=C(Nc1ccc(Br)cc1)c1ccccc1Br	-5	-4	3	12	-15	/	/	2	7	/
CC(C)(C)c1ccc(-c2cnco2)cc1	1	21	-6	3	1	2	-5	-4	-14	-0.7
CCN1CCN(S(=O)(=O)c2c(C)[nH]c(C)c2C(=O)N2CCCCC2)CC1	-4	24	-3	6	0	2	8	-1	9	1.1
O=C(/C=C/c1ccc2ccccc2n1)N1CCN(c2ccccc2)CC1	-5	18	3	-12	-1	0	-1	-1	21	0.9
Nn1c(SCC(=O)NNC(=O)c2ccccc2)nnc1-c1ccccc1F	-3	/	/	-2	0	-4	0	9	8	-0.5
CCCCC(=O)Nc1ccc(Br)cn1	-4	4	2	2	-18	2	-16	-5	3	-0.2
Cc1ccc2[nH]c(=O)c(CN(CCCN(C)C)C(=O)Nc3ccc(Cl)cc3)cc2c1	-14	27	3	19	-19	2	28	2	-12	21
COc1cccc(CN2C(=O)c3cccc(N)c3C2=O)c1	-13	-2	-1	-3	-79	-1	22	-13	-33	3.1
Cc1nnc2n(Cc3ccccc3)c(=O)c3c4c(sc3n12)COC(C)(C)C4	5	-3	-4	8	1	-4	?	2	2	1.3
O=C(CSc1nnc2scc(-c3ccccc3)n12)Nc1ccc2c(c1)OCCO2	1	3	-4	2	-2	2	-5	3	-4	?
Clc1ccccc1OCCn1cnc2ccccc21	-4	-11	3	-1	-3	1	5	-3	-16	0.0
CCOC(=O)CSc1nc2cc3c(cc2cc1C#N)OCO3	2	29	-6	3	-13	4	27	-7	-1	0.6

Structural class, those above containing fluorine
SMILES	PrPC surface inh	DUSP3 inh	SARS 3CLpro inh	MazEF act	SSB-PriA inh	Anthrax LF prot	BoNT-F LC inh	Rv3671c inh	CCHFV vOTU inh	BoNT-A LC inh2
CN1CCN(CCCNC(=O)c2ccc(/C=C3\Sc4ccccc4N(Cc4ccccc4F)C3=O)cc2)CC1	-12	8	6	-29	29	1	0	/	-11	-0.2
O=C1C=C(O)C(n2cncn2)C(c2cc(F)ccc2F)C1 (centres undefined)	11	13	2	-5	-10	8	4	11	9	-0.3
Cc1nnc2ccc(-c3ccc(NS(=O)(=O)c4ccccc4F)cc3)nn12	-11	/	/	1	-2	6	10	2	8	3.5
Fc1ccc2nncc(SCc3ccccc3Cl)c2c1	-2	/	/	-10	1	2	-9	/	2	0.4
Cc1cc(C(=O)CS(=O)(=O)c2ccc(F)cc2)cc(C)c1O	-5	23	2	7	0	-12	-5	11	5	0.0
O=C1CN(C(=O)c2cc3ccccc3oc2=O)C(c2ccc(F)cc2)c2cc(Br)ccc2N1 (centres undefined)	-3	8	2	3	-4	-2	9	-7	5	1.0
C[C@H](CO)N1C[C@H](C)[C@@H](CN(C)S(=O)(=O)c2ccccc2F)Oc2ncc(C#Cc3cccnc3)cc2C1=O	-9	/	/	4	/	-4	-9	/	10	-0.2
CC(=O)OC(C(=O)NC1CCCCC1)c1ccccc1F (centres undefined)	6	16	-1	-6	0	-3	-2	-7	4	0.1
Nn1c(SCC(=O)NNC(=O)c2ccccc2)nnc1-c1ccccc1F	-3	/	/	-2	0	-4	0	9	8	-0.5

Source: PubChem BioAssay

These rows are one share of the data (hit frequency here may not be typical).
